High-throughput results (PubChem)
M1AAP inhibition = P. falciparum M1AAP inhibitors, biochemical, fluorogenic H-Leu-NHMec substrate, 1536-well (AID 1445) | recombinant M1AAP, H-Leu-NHMec fluorogenic kinetic assay; higher % means a stronger effect | inhibition, % at 30 µM; hits with a dose series show IC50 in µM | 220,000 tested, 0.42% active;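 active = primary inhibition above the hit cutoff, then over 50% inhibition at one or more dose response concentrations, cut at about 23% in these data, passing the limit was not always enough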;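 also: plate controls were DMSO full reaction for no effect and no enzyme background for full effect; strong numbers were not always called active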
TNAP activators = human TNAP enzyme activators, primary screen, biochemical, luminescent, no phosphate acceptor, uHTS (AID 1001). purified TNAP, luminescent activation assay, no phosphate acceptor; higher activation fold means a stronger effect. one-dose activation fold at 20 µM; EC50 in µM for titrated hits. 200,000 tested, 0.03% active; in the data active = activation fold from about 3, or a potency from the dose series; inactive = the rest, 99 in 100 with activation fold below about 1.6; also: many of its hits are not listed in these tables
LYP inhibition = inhibitors of LYP phosphatase, biochemical, fluorescence intensity, uHTS (AID 1779). recombinant LYP phosphatase, fluorescence intensity; higher % means a stronger effect. one-dose inhibition, % at 11.5 µM; IC50 in µM for titrated hits. 290,000 tested, 0.054% active;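 also: plate controls were vehicle with enzyme for no effect and no enzyme for full effect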
PMI inhibitors = MPI enzyme activity inhibition – biochemical, fluorescence intensity, coupled assay, primary screen (AID 1209). purified PMI enzyme, coupled fluorescence intensity; higher % means a stronger effect. inhibition, % at 20 µM, or IC50 in µM where a hit was titrated. 190,000 tested, 0.42% active;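 also: plate controls were DMSO vehicle for no effect and wells lacking substrate for full effect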
PMI inhibition = MPI inhibition at elevated mannose 6-phosphate – biochemical, fluorescence intensity, high mannose 6-phosphate, primary screen (AID 1220); recombinant PMI enzyme, coupled fluorescence intensity; higher % means a stronger effect; one-dose inhibition, % at 20 µM; IC50 in µM for titrated hits; 190,000 tested, 0.66% active
M17LAP inhibition = P. falciparum M17LAP inhibitors, primary screen, biochemical, fluorogenic H-Leu-NHMec substrate, 1536-well (AID 1619) | 220,000 tested, 0.38% active | recombinant M17LAP, H-Leu-NHMec fluorogenic kinetic assay; higher % means a stronger effect | inhibition, % at 30 µM; hits with a dose series show IC50 in µM;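 active = compound inhibiting the enzyme by more than half at any dose during confirmatory dose-response retesting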;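 also: plate controls were full reaction with DMSO carrier for no effect and no enzyme background for full effect; strong numbers were not always called active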
XIAP antagonists = XIAP antagonists, biochemical, IAP family, fluorescence polarization (AID 1018) | XIAP BIR domain, fluorescence polarization peptide displacement; higher % means a stronger effect | displacement, % at 20 µM; hits with a dose series show IC50 in µM | 200,000 tested, 0.007% active; in the data active = displacement above about 50%; also: a part of the inactive calls stands beside numbers as strong as those of hits
Yfh1-depleted yeast = enhancers of respiration in Yfh1-depleted yeast, dose response, Friedreich's ataxia, plus single-dose screen (AID 1465); 220,000 tested, 0.074% active; fold induction at 50 µM, or EC50 in µM where a hit was titrated; S. cerevisiae Yfh1-off respiration, WST-1 reduction, 72 h; higher fold induction means a stronger effect;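 active = fold induction of absorbance versus untreated yeast above a set limit, then at least 30% activation at any dose in follow-up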;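 also: activators that raise dye reduction in frataxin-depleted yeast; strong numbers were not always called active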
WT yeast gro inh = growth inhibition of WT yeast, mitochondrial fusion screen; 190,000 tested, 2.1% active; mitochondrial fusion phenotypic screen, WT strain; inhibition, % at 10 µM; in the data active = inhibition above about 58%; tested in S. cerevisiae
WT yeast gro inh mutant strain = further read-out of WT yeast gro inh, marked with its call; inhibition, %; mitochondrial fusion phenotypic screen, mutant strain inhibition
Active calls of the source: *; i = inactive; nt = no result given. Rule as the data show it, unless noted: active = inhibition above about 50%; inactive = the rest.

SMILES	M1AAP inhibition	TNAP activators	LYP inhibition	PMI inhibitors	PMI inhibition	M17LAP inhibition	XIAP antagonists	Yfh1-depleted yeast	WT yeast gro inh	WT yeast gro inh mutant strain
O=C(Nc1ccc2nsnc2c1)c1ccc2c(c1)OCO2	10%	1.1	-6%	4%	0%	2%	-3.7%	i	6	11
CCn1cc(Br)c(C(=O)NC(C)c2ccccc2)n1 (stereo not given)	2%	1.1	-7%	11%	6%	-37%	-7.2%	i	12	10
O=C(c1cccc(Cl)c1)N1CCN(C2CCCCCC2)CC1	-10%	1.1	-8%	11%	8%	0%	-0.8%	i	-8	-5
COc1ccccc1N1CN(CCc2ccccc2)CNC1=S	-1%	nt	-10%	nt	nt	4%	nt	i	nt	nt
CN(C)S(=O)(=O)N1CCN(C(=O)N2CCCCC2)CC1	2%	1.1	0%	13%	17%	15%	-2.0%	i	-9	-4
CCC(Sc1nc2c(cnn2-c2ccc(Cl)cc2)c(=O)[nH]1)C(=O)OC (stereo not given)	0%	1	-2%	17%	10%	-11%	-5.9%	i	-8	-15
Cc1nn(C)c(N)c1-c1ccccc1	7%	0.9	-8%	-10%	-1%	9%	-3.3%	i	-1	-12
O=S(=O)(c1ccc(Cl)c(C(F)(F)F)c1)N1CCN(c2ccccn2)CC1	-2%	1.1	-2%	-7%	2%	1%	-2.2%	i	22	-7
O=C(COC(=O)CCCN1C(=O)c2cccc3cccc(c23)C1=O)Nc1cccc(Br)c1	5%	1.1	-2%	2%	2%	-6%	-7.5%	i	10	-22
CCS(=O)(=O)Nc1ccc(C2=NN(S(=O)(=O)c3ccc(F)cc3)C(c3ccco3)C2)cc1 (stereo not given)	11%	0.8	6%	-2%	-4%	2%	82%	i	14	9
Cc1nnc(SCc2ccon2)n1-c1ccccc1	-4%	1.2	-4%	-9%	-9%	-2%	-0.4%	i	1	-9
CC(=O)Nc1cc(ON=C(C)C)cc([N+](=O)[O-])c1	3%	1.1	-7%	4%	13%	-9%	-2.2%	i	19	11
CC(CCc1ccccc1)NC(=O)c1ccc2nc(N3CCOCC3)sc2c1 (stereo not given)	-12%	1.1	1%	9%	9%	20%	-13%	i	11	-13
Cc1nc2ccc(S(=O)(=O)N(C)CC(=O)N3CCc4ccccc43)cc2s1	7%	1.1	-2%	5%	3%	-10%	-1.7%	i	-20	12
O=C(CNCCC1=CCCCC1)Nc1ccccc1N1CCCCCC1	0%	nt	-5%	nt	nt	11%	nt	i	nt	nt
Cc1cc(/C=C2\SC(=S)NC2=O)c(C)n1C	19%	0.9	1%	-8%	-6%	-26%	-1.7%	i	9	-5
COc1nsnc1NS(=O)(=O)c1ccc(NC(=S)NC(=O)c2cccnc2)cc1	5%	1	4%	-7%	0%	11%	-6.6%	i	-4	2
CCn1ccnc1CN1CCN(CC=C(C)C)C(CCO)C1 (stereo not given)	0%	1.1	-2%	1%	-1%	0%	-4.0%	i	5	7
COc1ccc(OC)c(NC(=O)N[C@H](Cc2ccccc2)C(=O)NN)c1	6%	nt	2%	nt	nt	14%	nt	i	nt	nt
CCCCNc1cc(C)nc(N2CCOCC2)n1	3%	1.1	-9%	6%	6%	-1%	-3.3%	i	-2	1
CN(C)c1ccc(C(=O)OCc2ccccc2)cc1	15%	1.2	-8%	16%	13%	5%	-7.0%	i	-19	-24
COc1ccc(N(CC(=O)Nc2ccccc2C(=O)N2CCOCC2)S(=O)(=O)c2ccc(F)cc2)cc1	6%	1.2	5%	6%	8%	6%	0.6%	i	-21	-4
N#Cc1c(NC(=S)NC(=O)c2ccccc2)sc2c1CCC2	5%	1.1	0%	25%	-2%	6%	-3.0%	nt	-5	-3
O=C(/C(=N\Nc1ccc([N+](=O)[O-])cc1)Sc1nnnn1-c1ccccc1)c1ccccc1	7%	1.1	2%	15%	5%	-5%	-4.8%	i	56	23
O=c1c2ccccc2nc(SCc2cccc(F)c2)n1C1CCCC1	2%	1.1	-5%	12%	3%	-3%	0.6%	i	44	-14

The last 4 entries of the part before lead into the next.
SMILES	M1AAP inhibition	TNAP activators	LYP inhibition	PMI inhibitors	PMI inhibition	M17LAP inhibition	XIAP antagonists	Yfh1-depleted yeast	WT yeast gro inh	WT yeast gro inh mutant strain
COc1ccc(N(CC(=O)Nc2ccccc2C(=O)N2CCOCC2)S(=O)(=O)c2ccc(F)cc2)cc1	6%	1.2	5%	6%	8%	6%	0.6%	i	-21	-4
N#Cc1c(NC(=S)NC(=O)c2ccccc2)sc2c1CCC2	5%	1.1	0%	25%	-2%	6%	-3.0%	nt	-5	-3
O=C(/C(=N\Nc1ccc([N+](=O)[O-])cc1)Sc1nnnn1-c1ccccc1)c1ccccc1	7%	1.1	2%	15%	5%	-5%	-4.8%	i	56	23
O=c1c2ccccc2nc(SCc2cccc(F)c2)n1C1CCCC1	2%	1.1	-5%	12%	3%	-3%	0.6%	i	44	-14
Cc1cc2ccccn2c1C(=O)c1ccc(NN)c([N+](=O)[O-])c1	-1%	1	-4%	-59%	-88%	4%	-5.4%	i	3	15
CCOc1ccc(NC(=O)CN(C2CCCCC2)S(C)(=O)=O)cc1	11%	1.1	-13%	0%	-1%	25%	-3.9%	i	7	-7
CCc1ccccc1NC(=O)c1nnn(CC(=O)Nc2cccc(C)c2C)c1N	6%	1.1	-4%	1%	0%	15%	-6.2%	i	12	-6
N#Cc1cnn2cc(-c3ncc(C(F)(F)F)cc3Cl)cnc12	10%	1.1	-6%	8%	9%	1%	-0.8%	i	7	20
O=C(CSc1nc(O)cc(=O)[nH]1)N1c2ccccc2Sc2ccccc21	18%	1	-5%	7%	8%	39%	-3.8%	i	-25	-15
CN(C)S(=O)(=O)c1ccc(S(=O)(=O)Nc2ccc3c(c2)oc2ccccc23)cc1	2%	0.8	12%	24%	23%	5%	1.6%	i	7	0
CC(C)C1OC2(C)OC(=N)C1(C#N)C(C#N)(C#N)C2c1ccccc1 (stereo not given)	2%	1.4	-7%	20%	15%	-219%	-37%	i	18	8
Cc1cc(NC(=O)c2cccc(S(=O)(=O)N3c4ccccc4CC3C)c2)no1 (stereo not given)	5%	nt	-1%	nt	nt	15%	nt	i	nt	nt
O=C(CN(CC1CCCO1)C(=O)Cn1nnc(-c2ccc(F)cc2)n1)NC1CCCCC1 (stereo not given)	4%	0.9	5%	-8%	5%	5%	-2.5%	i	-15	-9
Cc1ccc(C2(c3noc(CN(C)CC4COCCO4)n3)CCCC2)cc1 (stereo not given)	1%	1.1	-7%	0%	1%	2%	-7.4%	i	11	0
CCS(=O)(=O)c1ccc2oc(SCC(=O)NCCC3=CCCCC3)nc2c1	2%	1.1	-10%	1%	-3%	-1%	-3.1%	i	5	7
Cc1cc(NC(=O)C(C)C)ncc1NC(=O)c1ccccn1	5%	1	-8%	0%	-2%	5%	-3.7%	i	-3	-12
CN(C)c1ccc(C2C3=C(CCCC3=O)OC3=C2C(=O)CCC3)cc1	12%	1	3%	9%	1%	7%	-7.2%	i	-16	-5
COCCCNC(=O)C(C#N)c1nc2ccccc2nc1N1CCN(Cc2ccccc2)CC1 (stereo not given)	6%	1	-8%	9%	12%	-7%	1.0%	i	26	-15
FC(F)(F)c1cccc(Nc2cc(-c3ccccc3)nc3ncnn23)c1	-4%	nt	-7%	nt	nt	2%	nt	i	nt	nt
O=C(CSc1nnnn1Cc1ccccc1)c1ccccc1F	12%	1	-5%	nt	nt	9%	-3.8%	i	4	7
CN(C(=O)/C(N=Nc1cccc(C(F)(F)F)c1)=C(\O)C(F)(F)F)c1ccccc1	5%	1.1	7%	18%	17%	3%	-0.1%	i	70*	41*
CCOC(=O)c1[nH]c(C)c(C(=O)Nc2ccc(C)cc2C)c1C	-2%	1.1	1%	3%	4%	6%	-3.8%	i	10	1
O=C(CCC(=O)c1ccccc1)NCc1ccccc1	-2%	nt	-6%	nt	nt	0%	nt	i	nt	nt
O=C(NCc1ccccc1)c1ccc2nc(-c3ccco3)c(-c3ccco3)nc2c1	23%	0.9	10%	-22%	-29%	26%	8.8%	i	13	3
Cc1cc(NC(=O)CCCn2ccc([N+](=O)[O-])n2)n(Cc2ccc(F)cc2)n1	8%	1.1	-4%	-9%	2%	4%	-4.6%	i	9	7
COc1ccc(/C=C/C(=O)c2cc(Br)ccc2O)cc1OC	2%	1	-1%	7%	6%	0%	-6.4%	i	-25	-10
CCc1nnc(NC(=O)CSc2nnc3ncccn23)s1	19%	1.1	-4%	16%	16%	2%	-11%	i	9	2
CCC1CCCCN1C(=O)Nc1ccc(F)cc1 (stereo not given)	-1%	1.1	-2%	10%	8%	9%	0.5%	i	3	10
Cc1ccc(S(=O)(=O)n2nccc2-c2c(-c3ccc(Cl)cc3)noc2C)cc1	-1%	nt	3%	nt	nt	-4%	nt	i	nt	nt
COc1ccc(CCNC(=O)/C(=C/c2cccnc2)NC(=O)c2ccccc2)cc1OC	9%	1.1	-5%	-3%	-2%	15%	-1.6%	i	-8	5
CN(C)S(=O)(=O)c1ccc(Cl)c(C(=O)Nc2cccc([N+](=O)[O-])c2)c1	4%	1.1	0%	14%	19%	4%	-3.6%	i	8	-1

Some of these compounds in order of number of heavy atoms, low to high:
SMILES	M1AAP inhibition	TNAP activators	LYP inhibition	PMI inhibitors	PMI inhibition	M17LAP inhibition	XIAP antagonists	Yfh1-depleted yeast	WT yeast gro inh	WT yeast gro inh mutant strain
O=C(CCC(=O)c1ccccc1)NCc1ccccc1	-2%	nt	-6%	nt	nt	0%	nt	i	nt	nt
COc1ccc(/C=C/C(=O)c2cc(Br)ccc2O)cc1OC	2%	1	-1%	7%	6%	0%	-6.4%	i	-25	-10
O=C(CSc1nnnn1Cc1ccccc1)c1ccccc1F	12%	1	-5%	nt	nt	9%	-3.8%	i	4	7
CC(C)C1OC2(C)OC(=N)C1(C#N)C(C#N)(C#N)C2c1ccccc1 (stereo not given)	2%	1.4	-7%	20%	15%	-219%	-37%	i	18	8
CCS(=O)(=O)c1ccc2oc(SCC(=O)NCCC3=CCCCC3)nc2c1	2%	1.1	-10%	1%	-3%	-1%	-3.1%	i	5	7
Cc1cc(NC(=O)c2cccc(S(=O)(=O)N3c4ccccc4CC3C)c2)no1 (stereo not given)	5%	nt	-1%	nt	nt	15%	nt	i	nt	nt
COCCCNC(=O)C(C#N)c1nc2ccccc2nc1N1CCN(Cc2ccccc2)CC1 (stereo not given)	6%	1	-8%	9%	12%	-7%	1.0%	i	26	-15
